Screening results from PubChem BioAssay.
Candida biofilm = clotrimazole potentiators killing Candida biofilms, primary screen, with clotrimazole, Alamar Blue; C. albicans biofilm + clotrimazole; 0.14% of 85,000 active; inhibition, % at 6 µM;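 active = inhibition above 20%; inactive = inhibition below 20%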;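 note: preformed 24 hr biofilms exposed to compound for 48 hr; 0% = biofilm without compound and 100% = blank killed by clotrimazole plus chlorhexidine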
cytoskel mod = modifiers of F-actin cytoskeleton organization, primary screen, imaging, HUVEC, phalloidin staining, high-content imaging; 0.18% of 91,000 active; HUVEC TNFa F-actin phalloidin imaging; inhibition, % at 2 µM;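 active = inhibition above the batch mean plus 3 SD and confirmed as a hit by visual image inspection, cut at about 30% in these data, passing the limit was not always enough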; note: strong numbers were not always called active
sEH inh = soluble epoxide hydrolase inhibitors, primary screen, biochemical, human sEH; recombinant human sEH enzymatic activity assay; Bifunctional epoxide hydrolase 2 (Homo sapiens), P34913; inhibition, % at 2 µM; 0.34% of 91,000 active; AID 707, 2007; in the data active = inhibition above about 80%; note: values of inactives mirror those of a sister screen read the other way; many of its hits are not listed in these tables
Target sequence (P34913 whole entry, looked up): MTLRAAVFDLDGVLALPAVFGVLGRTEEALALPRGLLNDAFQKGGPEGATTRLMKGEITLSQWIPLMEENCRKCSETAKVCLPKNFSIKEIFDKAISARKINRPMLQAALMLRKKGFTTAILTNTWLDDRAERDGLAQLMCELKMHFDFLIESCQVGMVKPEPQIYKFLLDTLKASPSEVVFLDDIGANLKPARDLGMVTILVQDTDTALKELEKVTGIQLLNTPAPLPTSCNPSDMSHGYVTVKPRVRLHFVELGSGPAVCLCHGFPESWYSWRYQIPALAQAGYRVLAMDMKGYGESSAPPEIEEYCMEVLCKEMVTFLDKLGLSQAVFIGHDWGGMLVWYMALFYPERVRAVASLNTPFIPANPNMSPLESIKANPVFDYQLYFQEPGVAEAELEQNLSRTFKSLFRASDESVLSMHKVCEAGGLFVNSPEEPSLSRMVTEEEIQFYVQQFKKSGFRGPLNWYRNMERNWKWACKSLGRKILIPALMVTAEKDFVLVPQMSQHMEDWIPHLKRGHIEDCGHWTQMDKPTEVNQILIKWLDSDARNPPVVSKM
VCAM1 TNFa inh = inhibitors of TNFa-induced VCAM1 expression, primary screen, imaging, HUVEC, TNFa stimulus, immunofluorescence; HUVEC TNFa-induced VCAM-1 immunofluorescence, high-content imaging; AID 802, 2007; 0.48% of 95,000 active; inhibition, % at 2 µM;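 active = inhibition above the batch mean plus 3 SD, with images confirmed as a hit by eye, cut at about 37% in these data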;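 note: 0% = TNF-stimulated DMSO wells and 100% = unstimulated control wells; not every result past the cut was called active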
HUVEC tox TNFa = cytotoxicity in TNFa-stimulated HUVEC, primary screen, cytotoxicity control for VCAM1 expression modulator project, imaging, Hoechst nuclei count; HUVEC TNFalpha-stimulated, Hoechst cell count; cell count reduction, % at 2 µM; 0.17% of 93,000 active; AID 848, 2007;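 active = cell count reduction exceeding the screen mean by over 5 SD, scaled to untreated wells per plate, cut at about 78% in these data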;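 note: cells counted after 24 h of TNF alpha exposure following the 1 h pretreatment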
sEH act = soluble epoxide hydrolase activators, primary screen, biochemical, human sEH | Bifunctional epoxide hydrolase 2 (Homo sapiens), P34913 | purified human sEH enzymatic activity, activator screen | activation, % at 2 µM | 0.04% of 91,000 active | AID 717, 2007; in the data active = activation above about 37%; note: values of inactives mirror those of a sister screen read the other way
HUVEC tox IL1B = cytotoxicity in IL-1B stimulated HUVEC, primary screen, cytotoxicity control for IL-1B NFkB translocation project, imaging, Hoechst nuclear count, IL-1B stimulus; cell count reduction, % at 2 µM; HUVEC cell count loss; AID 845, 2007; 0.41% of 94,000 active;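 active = cell count reduction more than 3 SD above the screen-wide mean, cut at about 70% in these data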;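 note: normalized per plate to untreated control cells as the no-loss baseline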
Smad3 inh = Smad3/FoxH1 peptide binding inhibitors, primary screen, biochemical, TR-FRET; Mothers against decapentaplegic homolog 3 (Homo sapiens), P84022; TR-FRET Smad3/Dy647-FoxH1 peptide binding, europium anti-His; inhibition, % at 25 µM; 0.29% of 88,000 active; AID 630, 2007;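 active = compounds that reduce the energy-transfer binding signal between the protein and its labelled peptide by more than half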;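 note: 0% = Smad3 plus labelled peptide maximal FRET and 100% = peptide-only background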
ERb coact inh = inhibitors of ERβ-SRC1 coactivator interaction, primary screen, biochemical, TR-FRET, ERβ LBD, SRC-1 peptide. TR-FRET ER-beta LBD / SRC1-Cy5 peptide binding; receptor agonist-loaded with 1 µM estradiol. inhibition, % at 25.6 µM. 1.3% of 86,000 active. AID 633, 2007;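 active = compounds whose percent inhibition of the receptor-coactivator binding signal exceeds about 50% in the single-dose screen, limit read from the data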;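 note: 0% = receptor plus peptide wells without compound and 100% = peptide-only wells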
Target sequence (Q92731 whole entry, looked up, the tested form may be a part): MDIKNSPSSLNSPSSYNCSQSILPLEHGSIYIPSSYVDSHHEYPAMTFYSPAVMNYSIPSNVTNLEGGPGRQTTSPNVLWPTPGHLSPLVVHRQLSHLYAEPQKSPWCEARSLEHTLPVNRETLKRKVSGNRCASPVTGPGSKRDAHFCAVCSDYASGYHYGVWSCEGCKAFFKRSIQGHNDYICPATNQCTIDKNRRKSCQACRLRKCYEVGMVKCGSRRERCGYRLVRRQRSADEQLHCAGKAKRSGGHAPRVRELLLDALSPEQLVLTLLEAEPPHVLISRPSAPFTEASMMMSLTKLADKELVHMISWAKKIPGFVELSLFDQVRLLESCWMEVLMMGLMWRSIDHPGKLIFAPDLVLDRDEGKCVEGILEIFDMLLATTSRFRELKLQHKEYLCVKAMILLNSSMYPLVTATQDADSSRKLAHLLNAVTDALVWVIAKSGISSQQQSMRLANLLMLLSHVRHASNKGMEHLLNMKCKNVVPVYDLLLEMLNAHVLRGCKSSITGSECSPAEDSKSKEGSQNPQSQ
* = called active by the depositor; [ ] = another dose, or the depositor's remark. These rows are one share of the data; rates above refer to the full screens.

`COC(=O)C1=CNC=C(C(=O)OC)C1c1cccc(OC)c1` gave Candida biofilm -1, sEH inh 8, sEH act -3, HUVEC tox IL1B -48, Smad3 inh -9 and ERb coact inh -17.
`COc1ccc(-n2ccc(-c3nn(-c4cccc(C(F)(F)F)c4)ccc3=O)n2)cc1` gave cytoskel mod -3, sEH inh 0, VCAM1 TNFa inh 5, HUVEC tox TNFa -4, sEH act 2 and HUVEC tox IL1B -24.
`O=C(Nc1ccc(Cl)cc1)OCc1cc(-c2ccccc2)on1` gave cytoskel mod -7, sEH inh 14, VCAM1 TNFa inh 2, HUVEC tox TNFa -6, sEH act -13 and HUVEC tox IL1B 3.
`CCC(=O)Nc1nnc(-c2ccco2)o1` gave Candida biofilm 10, cytoskel mod -2, sEH inh 3, VCAM1 TNFa inh 14, HUVEC tox TNFa 21, sEH act 1, HUVEC tox IL1B 21, Smad3 inh -10 and ERb coact inh 4[fluorescence artefact?].
`Cn1c(CN2CCC(C(N)=O)CC2)c(C#N)c2ccccc21` gave Candida biofilm -2, cytoskel mod 13, sEH inh -12, VCAM1 TNFa inh -6, HUVEC tox TNFa 4, sEH act 11, HUVEC tox IL1B -11, Smad3 inh 6 and ERb coact inh 1[fluorescence artefact?].
c1ccc(-c2nnc(N3CCOCC3)nc2-c2ccccc2)cc1 was read as Candida biofilm 6, cytoskel mod -10, VCAM1 TNFa inh 0, HUVEC tox TNFa -11, HUVEC tox IL1B -5, Smad3 inh -1 and ERb coact inh 4.
`CC1(C)CC(OC(=O)c2ccccc2)CC(C)(C)N1` gave Candida biofilm 2, cytoskel mod -13, sEH inh 14, VCAM1 TNFa inh 12, HUVEC tox TNFa -2, sEH act -13, HUVEC tox IL1B 11, Smad3 inh 5 and ERb coact inh 3.
For O=C(NNc1cccc(Cl)n1)c1ccc(Cl)cc1Cl the results were cytoskel mod -11, sEH inh 13, VCAM1 TNFa inh -5, HUVEC tox TNFa -19, sEH act -15 and HUVEC tox IL1B -7.
O=C(NCc1ccc(F)cc1)C1CCN(C(=O)NCc2ccccc2)CC1 was read as Candida biofilm 7, cytoskel mod -6, sEH inh 5, VCAM1 TNFa inh 30, HUVEC tox TNFa -16, sEH act -4, HUVEC tox IL1B 3, Smad3 inh -1 and ERb coact inh 2.
Screening CCCCOCCCNC(=O)c1ccc(NC(C)=O)cc1 returned Candida biofilm -2, cytoskel mod -4, sEH inh -8, VCAM1 TNFa inh 14, HUVEC tox TNFa 4, sEH act 6, HUVEC tox IL1B -61, Smad3 inh 5 and ERb coact inh -6.
Cc1nc2c(C(=O)N3CCCCC3)cnn2c(C)c1Cc1ccccc1F was read as Candida biofilm -4, cytoskel mod -8, sEH inh -11, VCAM1 TNFa inh -1, HUVEC tox TNFa -2, sEH act 7, HUVEC tox IL1B 22, Smad3 inh -6 and ERb coact inh 7.
Screening CCOC(=O)N1CCN(C(=O)C2CC(c3cc(OC)ccc3OC)=NO2)CC1 (stereo unspecified) returned Candida biofilm -2, cytoskel mod 3, sEH inh 0, VCAM1 TNFa inh 4, HUVEC tox TNFa -11, sEH act 2, HUVEC tox IL1B 2, Smad3 inh 6 and ERb coact inh -7.
COc1ccc(C)cc1S(=O)(=O)N(C)CC(=O)N1CCC(C)CC1 was read as Candida biofilm 0, cytoskel mod -19, sEH inh 10, VCAM1 TNFa inh 3, HUVEC tox TNFa -27, sEH act -5, HUVEC tox IL1B 4, Smad3 inh -1 and ERb coact inh -25.
For Cc1cccc(N(CC(=O)Nc2ccc(CC#N)cc2)S(C)(=O)=O)c1 the results were Candida biofilm 3, cytoskel mod 14, sEH inh -4, VCAM1 TNFa inh 1, HUVEC tox TNFa -18, sEH act 2, HUVEC tox IL1B 7, Smad3 inh 3 and ERb coact inh 4.
Screening Cc1cc2cc(CNC(=O)Nc3ccccc3)ccc2n1C returned Candida biofilm 1, cytoskel mod -2, sEH inh 54, VCAM1 TNFa inh 9, HUVEC tox TNFa -6, sEH act -53, HUVEC tox IL1B -35, Smad3 inh 7[fluorescence artefact?] and ERb coact inh 17[fluorescence artefact?].
`Oc1ccc(C(c2nnnn2C2CCCC2)N2CCc3ccccc3C2)cc1` (stereo unspecified) gave Candida biofilm 0, cytoskel mod -3, sEH inh 14, VCAM1 TNFa inh -36, HUVEC tox TNFa 0, sEH act -12, HUVEC tox IL1B -31, Smad3 inh 0 and ERb coact inh -2.
Screening COc1ccc(/C=N/NC(=O)CCn2c3ccccc3c3ccccc32)cc1O returned cytoskel mod -28, sEH inh 1, VCAM1 TNFa inh 13, HUVEC tox TNFa 39, sEH act -1 and HUVEC tox IL1B -18.
`N#Cc1c(N)nc2c(c1N)CC(=O)N2c1ccc(Cl)cc1` gave cytoskel mod 5, sEH inh -4, VCAM1 TNFa inh 4, HUVEC tox TNFa -29, sEH act 5 and HUVEC tox IL1B -8.
Screening COCCN(C(=O)C(F)(F)F)C(C(=O)NC1CCCCC1)c1ccco1 (stereo unspecified) returned Candida biofilm 4, cytoskel mod 15, sEH inh -2, VCAM1 TNFa inh 4, HUVEC tox TNFa -11, sEH act 3, Smad3 inh 2 and ERb coact inh 1.
`c1ccc(-c2csc(N3CCCCCC3)n2)cc1` gave Candida biofilm -2, cytoskel mod -12, sEH inh -20, VCAM1 TNFa inh 7, HUVEC tox TNFa -5, sEH act 19, HUVEC tox IL1B 33, Smad3 inh -3 and ERb coact inh 5[fluorescence artefact?].
Screening CCS(=O)(=O)N1CCC(C(=O)N2CCOCC2)CC1 returned Candida biofilm 6, cytoskel mod 4, sEH inh -8, VCAM1 TNFa inh 10, HUVEC tox TNFa 4, sEH act 3, HUVEC tox IL1B -104, Smad3 inh 13[fluorescence artefact?] and ERb coact inh 2.
For Cc1cccc(NC(=O)Cn2cc(C(=O)c3ccco3)c3ccccc32)c1 the results were Candida biofilm 9, sEH inh -14, VCAM1 TNFa inh 17, HUVEC tox TNFa 7, sEH act 11, HUVEC tox IL1B 7, Smad3 inh 8 and ERb coact inh 38.
`Cc1nc(CCNC(=O)Cc2ccccc2)cs1` gave Candida biofilm 0, cytoskel mod -24, sEH inh -4, VCAM1 TNFa inh 6, HUVEC tox TNFa -24, sEH act 4, HUVEC tox IL1B 2, Smad3 inh -2 and ERb coact inh 4[fluorescence artefact?].
O=C(c1ccco1)N1CCCC(c2ccccc2)C1 (stereo unspecified) was read as Candida biofilm 4, cytoskel mod -11, sEH inh -8, VCAM1 TNFa inh 0, HUVEC tox TNFa 8, sEH act 9, HUVEC tox IL1B 26, Smad3 inh -3 and ERb coact inh -3.
Screening CSC1=N/C(=C\c2ccc3c(c2)OCO3)C(=O)S1 returned Candida biofilm 5, cytoskel mod -3, sEH inh 8, VCAM1 TNFa inh 22, HUVEC tox TNFa -27, sEH act -8, HUVEC tox IL1B -22, Smad3 inh -1 and ERb coact inh -5.
Cc1ccc(NC(=O)CN2C(=O)S/C(=C\c3cc(C)n(C)c3C)C2=O)cc1 was read as cytoskel mod -12, sEH inh 11, VCAM1 TNFa inh 4, HUVEC tox TNFa 4, sEH act -10 and HUVEC tox IL1B -50.
`CC1=CC(C)(C)N(C(=O)CSc2nnc(C)s2)c2ccc(C)cc21` gave cytoskel mod 17, sEH inh 13, VCAM1 TNFa inh -23, HUVEC tox TNFa -46, sEH act -9 and HUVEC tox IL1B 0.
CCOC(=O)c1c(NC(=O)C2COc3ccccc3O2)sc(C)c1C (stereo unspecified) was read as Candida biofilm 5, cytoskel mod -3, sEH inh 2, VCAM1 TNFa inh 1, HUVEC tox TNFa 0, sEH act -1, HUVEC tox IL1B 2, Smad3 inh 14 and ERb coact inh -6.
`C=C(C)c1cccc(C(C)(C)NC(=O)N2CCCC2)c1` gave Candida biofilm 6, cytoskel mod -10, sEH inh -9, VCAM1 TNFa inh 17, HUVEC tox TNFa -21, sEH act 15, HUVEC tox IL1B -10, Smad3 inh -3 and ERb coact inh -6.
For CC1CCCCC1NC(=O)C1CCN(S(=O)(=O)c2ccc(-n3cnnn3)cc2)CC1 (stereo unspecified) the results were cytoskel mod -9, sEH inh -14, VCAM1 TNFa inh 5, HUVEC tox TNFa -3, sEH act 16 and HUVEC tox IL1B 2.

Entries above with two or more sulfur atoms, in the order listed:
Screening CSC1=N/C(=C\c2ccc3c(c2)OCO3)C(=O)S1 returned Candida biofilm 5, cytoskel mod -3, sEH inh 8, VCAM1 TNFa inh 22, HUVEC tox TNFa -27, sEH act -8, HUVEC tox IL1B -22, Smad3 inh -1 and ERb coact inh -5.
`CC1=CC(C)(C)N(C(=O)CSc2nnc(C)s2)c2ccc(C)cc21` gave cytoskel mod 17, sEH inh 13, VCAM1 TNFa inh -23, HUVEC tox TNFa -46, sEH act -9 and HUVEC tox IL1B 0.

Remaining list, next part
CC(C)CCN1CN(S(=O)(=O)c2cccs2)c2nc3ccccc3nc21 was read as Candida biofilm 3, cytoskel mod -12, sEH inh 0, VCAM1 TNFa inh -12, HUVEC tox TNFa -3, sEH act 0, HUVEC tox IL1B 4, Smad3 inh 2 and ERb coact inh -6.
For O=C(c1cccc(C(F)(F)F)c1)N1CCC(O)(CS(=O)(=O)Cc2ccccc2Cl)CC1 the results were cytoskel mod 6, sEH inh -9, VCAM1 TNFa inh -7, HUVEC tox TNFa -12, sEH act 9 and HUVEC tox IL1B 10.
For O=C(c1cncc(Br)c1)N1CCCc2ccccc21 the results were Candida biofilm 3, cytoskel mod 1, sEH inh 7, VCAM1 TNFa inh 2, HUVEC tox TNFa -14, sEH act -4, HUVEC tox IL1B -33, Smad3 inh -8 and ERb coact inh 0[fluorescence artefact?].
Screening CCN(CC)S(=O)(=O)c1ccc2nnn(OCC(=O)Nc3cccc(C#N)c3)c2c1 returned Candida biofilm 5, sEH inh 4, VCAM1 TNFa inh 8, HUVEC tox TNFa -20, sEH act -2, HUVEC tox IL1B -31, Smad3 inh 16 and ERb coact inh 8.
`CCCN(CCC)CCNC(=O)c1cc2c(=O)n(C)c3ccccc3c2n1C` gave Candida biofilm 4, cytoskel mod 1, sEH inh -4, VCAM1 TNFa inh 11, HUVEC tox TNFa -2, sEH act 4, HUVEC tox IL1B -35, Smad3 inh 1 and ERb coact inh -5.
Cc1cccc2cc3c(N)c(C(=O)Nc4ccc(N5CCOCC5)cc4)sc3nc12 was read as cytoskel mod 10, sEH inh 10, VCAM1 TNFa inh -58, sEH act -8 and HUVEC tox IL1B 15.
O=C(CN1CCN(Cc2ccccc2)CC1)c1ccc(Br)cc1 was read as Candida biofilm 1, cytoskel mod -14, sEH inh 2, VCAM1 TNFa inh 18, HUVEC tox TNFa 50, sEH act -1, HUVEC tox IL1B 4, Smad3 inh -4 and ERb coact inh 1.
For COc1ccc(-c2nc3ncccn3c2Nc2ccc3c(c2)OCCO3)cc1 the results were Candida biofilm 0, cytoskel mod 6, sEH inh 2, VCAM1 TNFa inh 4, HUVEC tox TNFa -14, sEH act -4, HUVEC tox IL1B -5, Smad3 inh -8 and ERb coact inh 6.
CCC(=O)Nc1c(-c2cccs2)c(=O)c2ccccc2n1C was read as Candida biofilm -5, cytoskel mod 7, sEH inh -6, sEH act 7, HUVEC tox IL1B 22, Smad3 inh 7 and ERb coact inh 8.
